# Assay outcomes: PubChem BioAssay, National Center for Advancing Translational Sciences (NCATS)
# Epigenetic reg = Quantitative High-Throughput Screen for Regulators of Epigenetic Control; murine LDR cells, GFP reporter derepression, 30 h; Potency, µM (series often up to 53.9 µM), for the others: at the highest dose GFP activation, hits mostly activators; actives 0.2% (n = 280,000); active = well fitted activation curve with a large enough effect; inconclusive = small, poorly fitted or top-dose-only effect; note: % of control where 0% means no effect; nearly all actives have a fitted effect of over 60% in size
#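 Reporter derepression read as number of fluorescent GFP-positive objects, 20-120 um in size, counted by laser-scanning cytometer. Mouse LDR line with an epigenetically silenced CMV-GFP locus; compound incubation 30 h, 37 C.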
# The depositor's hits bear a star; u = inconclusive. Potency is the fitted concentration of half-maximal effect. These rows are one share of the data; rates above refer to the full screens.
SMILES,Epigenetic reg
CCOC(=O)C1CCN(S(=O)(=O)c2cc(-c3cc(C)no3)ccc2OC)CC1,4.0%
CCOC(=O)c1sc(NC(=O)C2c3ccccc3Oc3ccccc32)c(C(=O)OCC)c1C,1.8%
O=C(CCS(=O)(=O)c1ccc(Br)s1)Nc1cc(C(F)(F)F)cc(C(F)(F)F)c1,1.9%
CCOC(=O)C1=C(C)N=C2SCCC(=O)N2C1c1ccc(OCc2ccccc2)c(OC)c1 (stereo unspecified),1.0%
Cc1ccc(-n2nc3cc(C)c(NC(=O)c4ccc(-c5ccccc5)o4)cc3n2)cc1,1.9%
CC1=C(C(=O)Nc2ccccc2)C(c2cccnc2)n2nc(SCc3ccccc3F)nc2N1 (stereo unspecified),0.8%
COc1ccc(CNC(=O)CCc2c(C)nc3nc(CNC(=O)OC(C)(C)C)nn3c2C)cc1,12.4%
CC1=Nc2cc(C(=O)N3CCCCC3)ccc2Sc2ccc(C)cc21,1.0%
CC(C)(C)C1CCc2c(sc(NC(=O)CCC(=O)O)c2C(=O)Nc2ccccc2C(F)(F)F)C1 (stereo unspecified),0.0%
CCC(C)NC(=O)c1cn(CC)c2ccc(S(=O)(=O)N3CCc4ccccc4C3)cc2c1=O (stereo unspecified),6.3%
CCN(CC)CCCNC(=O)c1cn(CC)c2ccc(S(=O)(=O)N3CCC(C)CC3)cc2c1=O,-1.6%
Cc1ccc(NC(=O)CSc2cc(=O)n(C)c3ccc(Cl)cc23)c(Br)c1,0.0%
COc1ccccc1NC(=O)Cn1c(=O)n(Cc2ccco2)c(=O)c2oc3ccccc3c21,u
CCCc1nc2ccccc2n2c(-c3cccc(C)c3)c3c(=O)n(C)c(=O)n(C)c3c12,-1.0%
CC(C)CCNC(=O)Nc1ccc2c(c1)N(Cc1ccccc1)C(=O)c1ccccc1S2,-3.4%
Cc1ccc2c(=O)cc(C(=O)Nc3sc4c(c3C(=O)NCc3cccnc3)CCCC4)oc2c1,-1.2%
Cc1ccc(C)c(OCCSc2nc3ccccc3n2CC(=O)N2CCOCC2)c1,-0.9%
CCOc1ccc(CNC(=O)c2ccc(CS(=O)Cc3ccc(Cl)cc3)o2)cc1 (stereo unspecified),-1.6%
Cc1cccc(N2CCN(C(=O)Nc3ccc(F)cc3)CC2C)c1 (stereo unspecified),6.5%
COc1ccc(OC)c(CNC(=O)Cc2ccc(NC(=O)N3CCSc4ncccc43)cc2)c1,-5.7%
COc1cc(C2CC(=O)Nc3c2c(=O)n(C)c2ncnn32)cc(OC)c1OC (stereo unspecified),0.0%
CCN1CCN(C(=O)Cn2ncc3c4ccccc4n(Cc4c(C)cc(C)cc4C)c3c2=O)CC1,-8.1%
CCCN(C(=O)Cn1nc(Cc2cccnc2)c2ccccc2c1=O)c1ccc(C(C)C)cc1,-1.4%
COc1ccc(NC(=O)C2CCN(S(=O)(=O)c3c(C)noc3/C=C/c3cccs3)CC2)cc1,4.1%
Cc1ccccc1CN1C(=O)c2ccccc2S(=O)c2ccc(C(=O)NCc3ccc4c(c3)OCO4)cc21 (stereo unspecified),1.1%

# Arranged by formula weight (falling): part of the list above.
SMILES,Epigenetic reg
Cc1ccccc1CN1C(=O)c2ccccc2S(=O)c2ccc(C(=O)NCc3ccc4c(c3)OCO4)cc21 (stereo unspecified),1.1%
CC(C)(C)C1CCc2c(sc(NC(=O)CCC(=O)O)c2C(=O)Nc2ccccc2C(F)(F)F)C1 (stereo unspecified),0.0%
CCN(CC)CCCNC(=O)c1cn(CC)c2ccc(S(=O)(=O)N3CCC(C)CC3)cc2c1=O,-1.6%
COc1ccc(NC(=O)C2CCN(S(=O)(=O)c3c(C)noc3/C=C/c3cccs3)CC2)cc1,4.1%
Cc1ccc2c(=O)cc(C(=O)Nc3sc4c(c3C(=O)NCc3cccnc3)CCCC4)oc2c1,-1.2%
CC1=C(C(=O)Nc2ccccc2)C(c2cccnc2)n2nc(SCc3ccccc3F)nc2N1 (stereo unspecified),0.8%
COc1ccc(CNC(=O)CCc2c(C)nc3nc(CNC(=O)OC(C)(C)C)nn3c2C)cc1,12.4%
CCOC(=O)C1=C(C)N=C2SCCC(=O)N2C1c1ccc(OCc2ccccc2)c(OC)c1 (stereo unspecified),1.0%
CCOC(=O)c1sc(NC(=O)C2c3ccccc3Oc3ccccc32)c(C(=O)OCC)c1C,1.8%
Cc1ccc(NC(=O)CSc2cc(=O)n(C)c3ccc(Cl)cc23)c(Br)c1,0.0%
COc1ccccc1NC(=O)Cn1c(=O)n(Cc2ccco2)c(=O)c2oc3ccccc3c21,u
CCOc1ccc(CNC(=O)c2ccc(CS(=O)Cc3ccc(Cl)cc3)o2)cc1 (stereo unspecified),-1.6%
Cc1cccc(N2CCN(C(=O)Nc3ccc(F)cc3)CC2C)c1 (stereo unspecified),6.5%

# Next structures.
SMILES,Epigenetic reg
O=C(Nc1ccc(F)c(Cl)c1)C1CCCN(c2cnccn2)C1 (stereo unspecified),-0.9%
CCOc1ccccc1-c1noc(CSc2nnc(-c3ccccc3)n2-c2ccc(F)cc2)n1,-1.9%
Cc1cccc(C)c1NC(=O)C1CCN(S(=O)(=O)c2cccc3nsnc23)CC1,1.7%
Cc1ccc(-c2sc(C(=O)Nc3ccc(Br)cc3)cc2CC(=O)O)cc1,0.1%
Cc1ccc(N2C(=O)c3n[nH]c(C)c3C2c2ccccc2Cl)cc1 (stereo unspecified),1.5%
CCc1ccc(C(=O)c2cn(CC(=O)Nc3ccc(F)cc3)c3cc4c(cc3c2=O)OCO4)cc1,-6.8%
CCOc1ccc(CCNC(=O)Cn2ccc3cc(S(=O)(=O)N4CCCCC4)ccc32)cc1,1.3%
CCN1C(C(=O)c2ccccc2)=C(OC(=O)COc2ccc(C)cc2)c2ccccc2S1(=O)=O,0.0%
CC(C)C(=O)Nc1cccc(C(=O)Nc2nnc(CC(C)(C)C)s2)c1,-1.0%
CCOc1ccccc1NC(=O)C1CCN(S(=O)(=O)c2c(C)noc2/C=C/c2ccco2)CC1,-2.5%
Cc1ccc(NC(=O)C(Cc2c[nH]c3ccccc23)NC(=O)OCC(C)C)cc1 (stereo unspecified),u
CCn1cc(C(=O)N2CCN(c3cc(C)ccc3C)CC2)c(=O)c2cc(S(=O)(=O)N3CCCCC3)ccc21,-2.4%
O=C(c1ccco1)n1nc(-c2ccccc2)nc1NCc1ccc(Cl)cc1,-0.1%
Cc1cccc(N2CCN(C(=O)CCCn3c(=O)[nH]c4ccsc4c3=O)CC2)c1C,-1.4%
Cc1cc(C)c(NC(=O)Cn2c(=O)n(Cc3ccc(C(=O)NCc4ccc5c(c4)OCO5)cc3)c(=O)c3ccccc32)c(C)c1,u
COc1ccccc1-c1nnc2n(CCc3ccccc3)c(=O)c3ccccc3n12,-1.7%
Cc1cccc(C(=O)Nc2ccc(S(=O)(=O)N3CCC(c4nc5ccccc5s4)CC3)cc2)c1,3.5%
O=S(=O)(NCCc1nnc2ccc(SCc3ccc(C(F)(F)F)cc3)nn12)c1ccccc1,9.7%
COc1ccc(OCC(=O)N2CCN(C(=O)c3ccc(OC)cc3)CC2)cc1,4.0%
CCN(C(=O)Cn1c(=O)n(-c2ccccc2)c(=O)c2ccc(C(=O)NCc3ccc4c(c3)OCO4)cc21)c1cccc(C)c1,0.6%
Cc1cc(C)cc(OCc2ccc(C(=O)Nc3ccccc3F)o2)c1,2.9%
Cn1c(=O)c2c(-c3ccc(Cl)cc3)ccnc2n(C)c1=O,-1.1%
CCCCN(CC)C(=O)Cn1c(=O)n(-c2ccc(OCC)cc2)c(=O)c2c3c(sc21)CCCC3,-1.8%
COc1ccccc1Nc1nc(-c2ccccc2Cl)c2cc(Br)ccc2n1,-1.6%
COc1ccc(Cl)cc1-n1nnc(-c2nsc(NC(=O)c3ccccc3Cl)n2)c1C,-0.7%
# Next section
SMILES,Epigenetic reg
CN1C(C(=O)Nc2ccc(OC(F)(F)F)cc2)=CC(c2ccc3c(c2)OCO3)=NS1(=O)=O,-3.9%
Cc1nc(CC(=O)Nc2ccc(N(C)C)cc2)cs1,-0.5%
Cc1ccc(Nc2c3c(nc4nncn24)CCC3)cc1C,-0.5%
CCN(CC)CCn1c(=N)n(CC(O)COc2ccccc2C)c2ccccc21 (stereo unspecified),-1.0%
Nc1c(-c2nc(-c3ccc4c(c3)OCO4)cs2)c2ccccn2c1C(=O)c1ccccc1,-4.0%
Cc1nc2sccn2c(=O)c1S(=O)(=O)Nc1ccc(N2CCOCC2)cc1,-2.8%
COc1ccc(Cn2cc(C(=O)c3ccc(C)c(C)c3)c(=O)c3ccccc32)cc1,3.3%
COc1cccc(CN2C(=O)C3(SCC(=O)N3c3cc(C)cc(C)c3)c3ccccc32)c1 (stereo unspecified),-0.2%
CCOC(=O)c1ccc(-c2ccc(/C=C(\C#N)C(=O)Nc3c(C)cccc3Cl)o2)cc1,11.2µM*
COc1ccc(-c2nc3c(c(SCC(=O)Nc4ccccc4F)n2)Cc2cc(C)ccc2O3)cc1,-2.2%
O=C(Nc1cccc(F)c1)c1ccc2c(c1)N(Cc1ccccc1)C(=O)c1ccccc1S2(=O)=O,1.7%
CS(=O)(=O)N1CCc2cc(C(=O)N3CCN(c4ccccc4F)CC3)ccc21,-5.1%
Cc1ccc(C)c(OCCn2cc(C(=O)c3ccco3)c3ccccc32)c1,-1.0%
COc1ccc(-c2cc(C(F)(F)F)n3nc(C(=O)NCC45CC6CC(CC(C6)C4)C5)cc3n2)cc1OC,3.8%
CCCCc1ccc(NC(=O)c2cc(-c3ccc(C)c(F)c3)on2)cc1,-2.2%
O=C(NCCN1CCCCC1)c1ccc(Cn2c(SCc3ccccc3)nc3cccnc32)cc1,2.4%
CCC(Oc1ccc(F)cc1)C(=O)Nc1c(C(=O)c2ccc(C)cc2)oc2ccccc12 (stereo unspecified),0.1%
Cc1cccc(N2CCN(C(c3ccccc3)c3nnc(-c4ccccc4F)o3)CC2)c1C (stereo unspecified),0.6%
CCCc1cc(=O)[nH]c(Nc2ccc(O)cc2C)n1,0.8%
CCOc1ccc(N2CC(c3nc4ccccc4n3CCCCOc3ccc(OC)cc3)CC2=O)cc1 (stereo unspecified),-1.9%
CCOC(=O)c1ccc(Nc2nc3ccc(C(=O)c4ccccc4)cc3n3c(C)nnc23)cc1,0.0%
O=C(Nc1ccc(OC(F)(F)F)cc1)C(NS(=O)(=O)c1cccc2nsnc12)c1ccccc1 (stereo unspecified),-2.3%
Oc1cccc(C(Nc2ccccn2)c2ccc3cccnc3c2O)c1Cl (stereo unspecified),-1.0%
CC(=O)c1cccc(Nc2nc(-c3ccccc3Cl)nc3ccccc23)c1,19.0%
O=C(NC1CCN(Cc2ccccc2)CC1)c1ccc(Cn2c(=O)c3ccccc3n(Cc3ccccc3)c2=O)cc1,0.9%
# Continuation:
SMILES,Epigenetic reg
Cc1nn(Cc2noc(C(=O)NC(C)c3ccccc3)n2)c(C)c1Br (stereo unspecified),0.8%
Cc1cccc(OCC(=O)Nc2nc3c(s2)CC(C(C)(C)C)CC3)c1C (stereo unspecified),4.0%
O=C(Nc1ccc2oc(-c3ccccc3)nc2c1)c1ccc2ccccc2c1,0.3%
Cc1ccc(C)c(N2CCN(C(=O)CN3C(=O)COc4ccc(S(=O)(=O)N5CCCCCC5)cc43)CC2)c1,4.0%
CC1(C)CC(=O)c2cc(-c3nc(-c4ccc(Cl)cc4)cs3)c(=O)n(-c3ccc(Cl)cc3)c2C1,-0.9%
Cc1c(CNC2CCCCC2)c(C(=O)O)c(C)n1Cc1c(F)cccc1Cl,0.3%
Cc1ccc(NC(=O)/C(C#N)=C/c2ccc(C(C)C)cc2)cc1C,0.0%
Cc1ccc(NC(=O)C(Cc2ccccc2)NS(=O)(=O)c2ccc3c(c2)c(=O)n(C)c(=O)n3C)cc1 (stereo unspecified),-1.1%
Cc1c(Cl)cccc1NC(=O)c1cc(-c2cccc(Cl)c2)on1,-2.8%
Cc1ccc(Cl)cc1NC(=O)C1CCN(c2nnc(C)c3c(C)n(-c4ccccc4)nc23)CC1,-1.8%
COc1ccccc1CNC(=O)C(NS(=O)(=O)c1cccs1)C(C)C (stereo unspecified),0.9%
COc1ccc(-c2oc3ncn4nc(-c5ccccc5Br)nc4c3c2-c2ccc(OC)cc2)cc1,-1.6%
CCOc1ccc(-c2nc(SCC(=O)NCCCOC)c(-c3ccccc3)[nH]2)cc1,3.5%
CCOc1ccc2c(c1)c(=O)c(C(=O)c1ccc3c(c1)OCO3)cn2Cc1ccc(F)cc1,0.0%
Cc1cc(C)cc(NC(=O)CCc2c(C)nc3c4cccnc4nn3c2C)c1,2.6%
CCCCC1CCC(C(=O)N2CC(=O)Nc3ccc(C)cc3C2c2ccc(F)cc2)CC1 (stereo unspecified),u
Cc1ccc(NC(=O)[C@H](Cc2ccccc2)N2Cc3ccccc3C2=O)cc1,-0.3%
CCOC(=O)c1ccc(NC(=O)Cn2nnc(-c3ccc(C(F)(F)F)cc3)n2)cc1,u
COc1cccc(OCc2nc3ccccc3n2CCOc2cccc(C)c2)c1,3.7%
COc1cc(OC)c(N(C)C(=O)c2cn(C3CCCC3)c(=O)c3c2c2ccccc2n3C)cc1Cl,1.1%
Cc1ccc(NC(=O)CN2C(=O)C(c3ccc(C(C)(C)C)cc3)=NC2(C)C)cc1,0.9%
CC(=O)c1ccc(NC(=O)C(C)n2nc(-c3ccccc3)ccc2=O)cc1 (stereo unspecified),-0.9%
CCCN(CCC)C(=O)Cn1c(=O)n(-c2cccc(OC)c2)c(=O)c2c3c(sc21)CCCC3,-0.9%
CC(C)NS(=O)(=O)c1ccc(OCC(=O)N2CCN(c3cccc(Cl)c3)CC2)cc1,-2.4%
O=C(Cn1cc(S(=O)(=O)N2CCN(c3ccccc3F)CC2)c2ccccc2c1=O)Nc1ccc(F)cc1Cl,-0.2%
Cc1ccc(-c2nnc(Nc3cccc(O)c3)c3ccccc23)cc1S(=O)(=O)N1CCOCC1,-0.8%
COc1cccc(-c2nc(CS(=O)(=O)CC(=O)NCCc3ccc(OC)cc3OC)c(C)o2)c1,3.3%
